M17LAP inhibition = P. falciparum M17LAP inhibitors, primary screen, biochemical, fluorogenic H-Leu-NHMec substrate, 1536-well (AID 1619); 220,000 tested, 0.38% active; recombinant M17LAP, H-Leu-NHMec fluorogenic kinetic assay; higher % means a stronger effect; inhibition, % at 30 µM, or IC50 in µM where a hit was titrated;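 active = compound inhibiting the enzyme by more than half at any dose during confirmatory dose-response retesting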;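 note: plate controls were full reaction with DMSO carrier for no effect and no enzyme background for full effect; strong numbers were not always called active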
PMI inhibition = human PMI inhibitors, high substrate, primary screen, biochemical, fluorescence intensity, high mannose 6-phosphate (AID 1220); Mannose-6-phosphate isomerase (Homo sapiens); recombinant PMI enzyme, coupled fluorescence intensity; higher % means a stronger effect; one-dose inhibition, % at 20 µM; IC50 in µM for titrated hits; 190,000 tested, 0.66% active; in the data active = inhibition above about 50%
ER stress rescue = rescue of cells from ER stress-induced death, primary screen, 384-well, CSM14.1, thapsigargin, ATP luminescence (AID 1222). CSM14.1 thapsigargin-induced death rescue, ATP luminescence; higher % means a stronger effect. one-dose cellular ATP content (survival), % at 20 µM; EC50 in µM for titrated hits. 190,000 tested, under 10 active;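 active = EC50 below 50 µM in the dose-response confirmation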;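 note: death triggered by thapsigargin at about 15 µM added after 2 h compound pretreatment; cell ATP read after overnight thapsigargin exposure of roughly 18 to 22 hours; normalized against plate controls of thapsigargin alone and 5% DMSO vehicle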
P. falciparum M1AAP = P. falciparum M1AAP inhibitors, biochemical, fluorogenic H-Leu-NHMec substrate, 1536-well (AID 1445) | Aminopeptidase N (Plasmodium falciparum (isolate 3D7)) | recombinant M1AAP, H-Leu-NHMec fluorogenic kinetic assay; higher % means a stronger effect | one-dose inhibition, % at 30 µM; IC50 in µM for titrated hits | 220,000 tested, 0.42% active;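 active = primary inhibition above the hit cutoff, then over 50% inhibition at one or more dose response concentrations, cut at about 23% in these data, passing the limit was not always enough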;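 note: plate controls were DMSO full reaction for no effect and no enzyme background for full effect; strong numbers were not always called active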
Salmonella PhoP GFP = inhibitors of PhoP regulon expression, primary screen, Salmonella Typhimurium, GFP reporter (AID 1863); S. Typhimurium PhoP-regulated promoter GFP reporter, 4 h; higher % means a stronger effect; inhibition, % at 50 µM; hits with a dose series show IC50 in µM; 300,000 tested, 0.16% active;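 active = inhibition over 29.93%, a cutoff 3 SD above the screen mean, later confirmed by dose response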;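 note: 0% = low Mg2+ inducing control and 100% = high Mg2+ repressing control; strong numbers were not always called active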
XIAP displacement = XIAP antagonists, biochemical, IAP family, fluorescence polarization (AID 1018) | E3 ubiquitin-protein ligase XIAP (Homo sapiens) | XIAP BIR domain, fluorescence polarization peptide displacement; higher % means a stronger effect | one-dose displacement, % at 20 µM; IC50 in µM for titrated hits | 200,000 tested, 0.007% active; in the data active = displacement above about 50%; note: a part of the inactive calls stands beside numbers as strong as those of hits
Yfh1-depleted yeast = enhancers of respiration in Yfh1-depleted yeast, dose response, Friedreich's ataxia, plus single-dose screen (AID 1465). S. cerevisiae Yfh1-off respiration, WST-1 reduction, 72 h; higher fold induction means a stronger effect. fold induction at 50 µM; hits with a dose series show EC50 in µM. 220,000 tested, 0.074% active;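 active = fold induction of absorbance versus untreated yeast above a set limit, then at least 30% activation at any dose in follow-up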;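 note: activators that raise dye reduction in frataxin-depleted yeast; strong numbers were not always called active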
Siah-1 displacement = Siah-1 peptide-binding antagonists, primary screen, biochemical, fluorescence polarization, rhodamine-plectin, uHTS (AID 1817); E3 ubiquitin-protein ligase SIAH1 (Homo sapiens); displacement, % at 20 µM; hits with a dose series show IC50 in µM; 290,000 tested, 0.02% active; Siah-1 / rhodamine-plectin peptide fluorescence polarization; higher % means a stronger effect;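 active = displacement of at least 50% at 20 µM, with a fluorescence ratio check between 0.3 and a set limit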;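 note: plate controls were Siah plus tracer with DMSO for no effect and tracer alone without Siah for full effect; strong numbers were not always called active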
West Nile virus CPE = West Nile virus antiviral activity, cell-based, CPE readout (AID 1621) | West Nile virus-infected cells, CPE inhibition; higher % means a stronger effect | CPE inhibition, % at 10 µM; hits with a dose series show IC50 in µM | 290,000 tested, 0.02% active; in the data active = a potency from the dose series; note: strong numbers were not always called active
Active calls of the source: *; i = inactive; . = not tested or not shown.

SMILES | M17LAP inhibition | PMI inhibition | ER stress rescue | P. falciparum M1AAP | Salmonella PhoP GFP | XIAP displacement | Yfh1-depleted yeast | Siah-1 displacement | West Nile virus CPE
Cc1ccc(CNC(=O)COC(=O)C2CCN(S(=O)(=O)c3cccs3)CC2)cc1 | 1% | 9% | -1.8% | -4% | 2% | -5.4% | i | 1% | 0.1%
O=C(CN1CCC(NC(=O)C2CCCCC2)CC1)NCc1ccco1 | 21% | -10% | -1.4% | 2% | 0% | -6.4% | i | -2% | -0.8%
COC(c1ccccc1)c1nnc(CCC(=O)N(C)C(C2CC2)C2CC2)o1 (stereo unspecified) | 1% | 7% | -1.7% | -1% | 1% | -1.9% | i | 16% | 0.4%
CCC1(C(=O)c2ccccc2)C(c2cccc([N+](=O)[O-])c2)C1(C(=O)OC)C(=O)OC (stereo unspecified) | 15% | 10% | 2.5% | 17% | -9% | -0.4% | i | 7% | -0.1%
COC(=O)Cc1nnc(Nc2cccc(C)c2)c2ccccc12 | -2% | . | . | 8% | -9% | . | i | 11% | 0.0%
Nc1c(S(=O)(=O)c2cc(Cl)ccc2Cl)c2nc3ccccc3nc2n1CCN1CCOCC1 | 1% | 16% | -0.3% | 4% | -15% | 1.6% | i | 0% | -1.1%
CCOC(=O)C1=C(COC(=O)C2(C)CC2(Cl)Cl)NC(=O)NC1c1ccc(OC)cc1 (stereo unspecified) | 0% | 7% | -0.1% | 6% | -5% | -4.0% | i | 4% | -0.3%
CCOC(=O)c1c(NC(=O)c2ccc(Br)o2)sc(C)c1CC | 8% | 13% | -0.6% | 6% | -8% | -2.4% | i | 4% | -0.4%
CCN(CC)S(=O)(=O)c1cc(C(=O)O)c(Cl)cc1Cl | 8% | -5% | 2.4% | 6% | -8% | -4.3% | i | 2% | 1.6%
Cc1ccc(NC(=S)N(Cc2cccc(Br)c2)CC2CCC(C(=O)O)CC2)cc1 (stereo unspecified) | 3% | 0% | -5.3% | 3% | -11% | -2.3% | i | 8% | -0.6%
Cc1ccc(NC(=S)N(Cc2ccc(Cl)cc2)Cc2ccc(C(=O)O)cc2)cc1Cl | 22% | 4% | -14% | -1% | -1% | -4.2% | i | 4% | -0.5%
CC(C)[C@H](NC(=O)Nc1ccc(Oc2ccccc2)cc1)C(=O)O | 16µM* | 2% | -0.9% | 2% | -7% | 2.0% | i | -2% | 0.2%
Cc1ccc(N(CC(=O)Nc2ccc(C)cn2)S(=O)(=O)c2c(C)nn(C)c2C)cc1 | -1% | -2% | 0.0% | -2% | 18% | -2.0% | i | 4% | -1.2%
CN1CCN(c2nc3c(c(=O)[nH]c(=O)n3C)n2CCSc2nc3ccccc3s2)CC1 | -1% | -10% | 0.5% | 8% | -3% | -2.4% | i | -3% | 0.1%
CCCNC(=S)Nc1ccc(Br)cc1 | 4% | 11% | 0.1% | 4% | -5% | -4.0% | i | 1% | -0.2%
COc1ccc(-n2cc(-c3ccccc3)c3c(N4CCN(CCO)CC4)ncnc32)cc1 | -2% | 18% | -3.6% | 0% | 5% | -0.1% | i | 0% | 0.9%
CC(=O)NCC(=O)N1CCCC(C(=O)c2ccc(Oc3ccccc3)cc2)C1 (stereo unspecified) | 5% | 3% | -1.9% | 2% | 0% | -8.8% | i | 1% | -1.3%
CSc1nnc(-c2ccco2)c(-c2ccco2)n1 | 13% | -63% | 5.1% | 13% | -1% | 16% | i | 23% | 0.5%
COc1ccc(CCn2nnnc2C(c2ccccc2)N2CCN(C)CC2)cc1OC (stereo unspecified) | 16% | -5% | -0.4% | 2% | 1% | 7.7% | . | -2% | .
C=CCOc1c(Br)cc(/C=N/Nc2ccc(C(=O)O)cc2)cc1OCC | 41% | 4% | -1.0% | 9% | 10% | 2.0% | i | -2% | -0.1%
CCc1ccc(N2C(=O)C3C(C2=O)N2CCCN2C3c2ccccc2)cc1 (stereo unspecified) | -2% | . | . | 5% | -2% | . | i | 0% | 0.6%
CC1CCC/C(=N/NC(=O)c2ccccc2-n2cccc2)C1 (stereo unspecified) | 12% | 1% | 1.8% | 12% | 10% | -4.9% | i | 6% | -0.3%
Cc1noc(C)c1COC(=O)c1cccc(S(=O)(=O)N2c3ccccc3CC2C)c1 (stereo unspecified) | -9% | 5% | -0.6% | 1% | 5% | -3.3% | i | 6% | 0.4%
CCCC(=O)C1=C(N2CCCCC2)CC(C)(C)C(C(=O)OC)C1=O (stereo unspecified) | -10% | -4% | 0.0% | 3% | -8% | 0.0% | i | 11% | 1.4%
C/C(=N\NC(=O)Cc1cccn1C)c1cccc2ccccc12 | 18% | 3% | -1.0% | 7% | 2% | -6.4% | i | 1% | -0.1%
(list continues)
SMILES | M17LAP inhibition | PMI inhibition | ER stress rescue | P. falciparum M1AAP | Salmonella PhoP GFP | XIAP displacement | Yfh1-depleted yeast | Siah-1 displacement | West Nile virus CPE
O=C(NCc1cccnc1)c1cn(CCc2ccccc2)nn1 | 5% | 4% | -2.2% | -4% | 2% | 0.3% | . | 6% | -0.1%
COc1cccc(N2CCN(C(=S)Nc3cc(C)cc(C)c3)CC2)c1 | 0% | 3% | 0.9% | -2% | -3% | -3.8% | i | -2% | -0.6%
CC(CN1CCOCC1)OC(=O)C(c1ccccc1)c1ccccc1 (stereo unspecified) | -8% | -10% | 0.1% | 12% | -5% | -1.0% | i | 8% | 0.1%
CCOc1ccccc1NC(=O)C(Sc1nnnn1C)c1ccccc1 (stereo unspecified) | -4% | 8% | -0.1% | -2% | 1% | -4.9% | i | 4% | -1.3%
Cn1ncc([N+](=O)[O-])c1C(=O)Nc1ccc2c(c1)OCCO2 | -1% | 6% | -1.4% | 1% | -8% | -1.5% | i | 0% | 0.4%
CCN(CC(=O)Nc1ccc(NC(C)=O)cc1)C(=O)/C=C/c1cccs1 | 17% | 0% | -3.9% | 5% | 6% | 0.7% | i | 10% | -0.1%
CSC1=C(C#N)C(c2ccc(C)s2)CC(=O)N1 (stereo unspecified) | -2% | 5% | -1.1% | 2% | 5% | -4.6% | i | 4% | 0.0%
CCn1cc2c(c1-c1cccc(C)c1)c(=O)n(C)c(=O)n2C | -5% | -106% | 0.6% | 2% | -12% | -2.1% | i | 4% | 0.2%
CCOC(=O)N1CCN(C(=O)CS(=O)(=O)c2cn(Cc3cccc(F)c3)c3ccccc23)CC1 | -6% | 2% | -2.3% | -2% | 2% | -5.3% | i | -2% | -0.2%
Cc1c(C)[n+](=O)c(-c2ccc(F)cc2)c(C)n1[O-] | 4% | 8% | -0.5% | 6% | 0% | -5.4% | i | 4% | -0.3%
COc1cc(C2C(C#N)=C(N)OC3=C2C(=O)CCC3)c([N+](=O)[O-])cc1OC (stereo unspecified) | 14% | 52%* | 1.7% | 7% | -4% | 1.6% | i | 9% | 0.0%
CNCc1cc(Br)c(OCC(=O)Nc2ccccc2OC)c(OC)c1 | 2% | 7% | -2.6% | 3% | 7% | 2.2% | i | 12% | 0.4%
O=[N+]([O-])c1ccc(N2CCN(S(=O)(=O)c3ccccc3)CC2)cc1NCc1cccnc1 | 0% | 18% | -0.2% | 8% | -2% | -1.2% | i | 5% | 0.4%
C/C(=N\NC(=O)c1ccc([N+](=O)[O-])cc1)c1c(O)cc(C)oc1=O | 33% | -57% | -0.5% | 9% | -4% | -3.0% | i | 4% | 1.2%
CCOC(=O)N1CCN(C(=O)Cn2ncc3c2-c2ccccc2OC3)CC1 | -3% | -7% | -0.4% | 4% | 6% | -2.9% | i | -4% | 0.2%
CCCCC(=O)NC(=O)NC(c1ccccc1)c1ccccc1 | 9% | . | . | 3% | -7% | . | i | -1% | 0.0%
O=C(Nc1nc2n(n1)C(c1ccc(Cl)cc1)CC(c1ccc(Cl)cc1)N2)c1ccco1 (stereo unspecified) | 5% | 22% | 1.0% | -14% | -12% | -0.1% | i | -1% | -0.6%
COc1ccc(C2=Nc3cc(C)ccc3OC2)cc1 | 0% | 20% | -3.4% | 4% | 7% | -2.2% | i | 1% | -0.1%
CCCC(=O)Nc1nnc(COC)s1 | 3% | 5% | -2.0% | 4% | -2% | -9.7% | i | 2% | 0.4%
CC(=O)Nc1ccc(S(=O)(=O)NCCSc2ccccn2)cc1 | 0% | -8% | -2.1% | 18% | 7% | -7.3% | i | 4% | -1.2%
Cc1scc(C(=O)N/N=C/c2ccc(OCC(C)C)cc2)c1C | -1% | -2% | -0.4% | 1% | -7% | -5.5% | i | 0% | 2.1%
O=C(COC(=O)/C=C/c1ccco1)NCc1ccccc1 | 13% | 4% | 0.1% | 13% | -4% | -2.7% | i | 0% | 0.2%
Cc1cccc(N2C(=O)C(Cl)=C(N3CCOCC3)C2=O)c1 | 17% | . | . | 1% | 10% | . | i | -4% | -0.5%
Cc1occc1-c1nnc(SCC(=O)NC(C)(C)C)n1CC(C)C | -7% | . | 1.8% | 1% | -7% | -3.3% | i | 8% | -0.6%
Cc1cc(NC(=O)CCC(=O)N(Cc2ccco2)C2(C(=O)NC3CCCCC3)CCN(C)CC2)no1 | -11% | 2% | -0.1% | 1% | -6% | -2.3% | . | 1% | 0.0%

Part of the list above in order of molar mass, falling.
SMILES | M17LAP inhibition | PMI inhibition | ER stress rescue | P. falciparum M1AAP | Salmonella PhoP GFP | XIAP displacement | Yfh1-depleted yeast | Siah-1 displacement | West Nile virus CPE
Cc1ccc(N(CC(=O)Nc2ccc(C)cn2)S(=O)(=O)c2c(C)nn(C)c2C)cc1 | -1% | -2% | 0.0% | -2% | 18% | -2.0% | i | 4% | -1.2%
COc1cccc(N2CCN(C(=S)Nc3cc(C)cc(C)c3)CC2)c1 | 0% | 3% | 0.9% | -2% | -3% | -3.8% | i | -2% | -0.6%
O=C(CN1CCC(NC(=O)C2CCCCC2)CC1)NCc1ccco1 | 21% | -10% | -1.4% | 2% | 0% | -6.4% | i | -2% | -0.8%
CCCNC(=S)Nc1ccc(Br)cc1 | 4% | 11% | 0.1% | 4% | -5% | -4.0% | i | 1% | -0.2%

The list goes on:
SMILES | M17LAP inhibition | PMI inhibition | ER stress rescue | P. falciparum M1AAP | Salmonella PhoP GFP | XIAP displacement | Yfh1-depleted yeast | Siah-1 displacement | West Nile virus CPE
COc1ccc(CCN2C(=O)CC(NNC(=O)c3ccc(F)cc3)C2=O)cc1OC (stereo unspecified) | 8% | -4% | 1.0% | 13% | 3% | -5.8% | i | 3% | 0.0%
CC(C)NC(=O)/C(=C/c1ccco1)c1ccccc1 | 15% | 10% | -1.4% | 6% | 1% | -2.8% | i | 1% | 0.2%
COc1ccccc1N1CCN(/N=C\C(Br)=C\c2ccccc2)CC1 | 5% | 9% | -0.4% | 9% | 3% | -10% | i | 2% | -0.3%
C/C(=N/NC(=O)c1ccc(Br)o1)C(C)C | 13% | -4% | 4.4% | 6% | -10% | -1.4% | i | 1% | 0.0%
COc1cccc(OCc2nnc(SC)n2C)c1 | -5% | -3% | . | 0% | 19% | -3.8% | i | -4% | 0.0%
CCCCC/C=N/NC(=O)c1[nH]c2ccc([N+](=O)[O-])cc2c1C | 1% | . | . | 7% | -11% | . | i | 3% | -1.0%

Screening data deposited in PubChem by several laboratories.
